Compound activity from PubChem.
Mm-Cpn inhibitor = inhibitors of Methanococcus maripaludis chaperonin (MmCpn) | 330,000 compounds, 0.031% hits | AID 504842 | Potency, µM (top dose mostly 76.9 µM), for inactives: at the top dose activity, negative = inhibition, actives largely listed as inhibitors | purified Mm-Cpn ATPase, ADP Transcreener TR-FRET; also: potency is read from the fitted curve at half-maximal effect; % is scaled to controls: 0 for no effect and ±100 for the full control effect; nearly all actives have a fitted effect of over 80% in size
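ATPase read-out: TR-FRET ADP immunoassay (anti-ADP Eu cryptate vs ADP-d2), ex 320 nm, em 590/665 nm; signal drops as ADP forms. Enzyme 25 nM, ATP 10 uM, 30 min at 37°C after 10 min compound preincubation.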
A549 tox = kills or reduces viability of A549 cells in Nrf2 counter-screen; A549 ARE-Fluc cells, CellTiter-Fluor viability, 18-24 h; Potency, µM (doses to about 46 µM), for inactives: at the highest dose activity change, negative = cytotoxicity, usual class: inhibitors; 390,000 compounds, 0.16% hits; AID 504648; also: potency is read from the fitted curve at half-maximal effect; % is scaled to controls: 0 for no effect and ±100 for the full control effect
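Cytotoxicity counterscreen: CellTiter-Fluor fluorescence was measured in A549 ARE_Fluc cells after 18-24 h of compound exposure in a concentration series. The subsequent BugLite luminescent read reports ARE-luciferase activity.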
pAkt inh = Akt phosphorylation inhibition; 360,000 compounds, 0.32% hits; activity change, % for hits at 50 µM; Neuro2A IGF-stimulated pAkt S473 HTRF, 20 min; active compounds read low; in the data active = activity change below about -80%; inconclusive = mostly about -51% to -80%; also: % is scaled to controls: 0 for no effect and ±100 for the full control effect
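Single-point screen (50 µM final compound) in Neuro2A cells stimulated 20 min with 6 nM IGF at 37 deg C. After lysis, Ser473-phosphorylated Akt read by HTRF (ex 330 nm, em 615/665 nm) as the 665/615 ratio.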
EPAC2 agonist = agonists of human EPAC2 (RAPGEF4) | EPAC2 activation, biochemical qHTS; response scale: 100% = 6.5 mM cAMP response | Potency, µM (highest dose often 154 µM), for inactives: at the highest dose activation, usual class: activators | 360,000 compounds, 0.079% hits | AID 720711; also: potency is read from the fitted curve at half-maximal effect; nearly all actives have a fitted effect of over 50% in size
Target sequence (Q8WZA2 whole entry, looked up): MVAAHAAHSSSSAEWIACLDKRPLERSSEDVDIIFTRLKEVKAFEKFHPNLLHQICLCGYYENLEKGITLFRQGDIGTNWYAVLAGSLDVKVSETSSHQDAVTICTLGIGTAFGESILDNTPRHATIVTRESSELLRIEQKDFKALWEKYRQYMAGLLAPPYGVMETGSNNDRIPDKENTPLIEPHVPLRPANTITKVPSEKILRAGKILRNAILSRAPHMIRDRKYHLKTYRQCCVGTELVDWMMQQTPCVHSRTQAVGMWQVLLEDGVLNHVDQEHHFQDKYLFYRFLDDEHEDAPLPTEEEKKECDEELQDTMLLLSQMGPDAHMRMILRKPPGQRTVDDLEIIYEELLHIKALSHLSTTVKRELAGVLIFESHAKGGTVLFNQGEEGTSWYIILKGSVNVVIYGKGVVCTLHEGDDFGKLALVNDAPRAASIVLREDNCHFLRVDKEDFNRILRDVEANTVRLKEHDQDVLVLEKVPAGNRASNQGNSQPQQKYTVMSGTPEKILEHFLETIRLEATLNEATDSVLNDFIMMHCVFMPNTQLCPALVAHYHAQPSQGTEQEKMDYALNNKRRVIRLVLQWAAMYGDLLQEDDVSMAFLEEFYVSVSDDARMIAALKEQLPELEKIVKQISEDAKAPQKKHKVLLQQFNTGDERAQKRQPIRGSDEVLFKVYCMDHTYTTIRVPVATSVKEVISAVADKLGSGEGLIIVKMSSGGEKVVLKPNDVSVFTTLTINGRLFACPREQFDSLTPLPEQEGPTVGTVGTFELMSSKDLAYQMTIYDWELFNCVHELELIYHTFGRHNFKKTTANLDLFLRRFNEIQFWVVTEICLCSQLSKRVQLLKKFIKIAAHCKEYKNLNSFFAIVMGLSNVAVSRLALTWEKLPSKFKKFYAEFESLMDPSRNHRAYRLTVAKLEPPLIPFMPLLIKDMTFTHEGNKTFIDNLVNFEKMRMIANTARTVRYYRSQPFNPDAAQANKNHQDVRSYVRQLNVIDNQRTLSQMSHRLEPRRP
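Exchange assay: 100 nM EPAC2 with 250 nM Rap1B-BODIPY-GDP and 50 uM GDP. Fluorescence (ex 480/em 540 nm) read every 5 min for 30 min at room temperature. Data normalized to 6.5 mM cAMP as agonist control.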
CCT chaperon mod = cytosolic chaperonin activity modulation | activity change, % (test concentration not listed), hits read low | 360,000 compounds, 0.3% hits | AID 651819 | purified chaperonin ATPase assay, HTRF ADP detection, 30 min; in the data active = activity change below about -30%; also: % is scaled to controls: 0 for no effect and ±100 for the full control effect
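Nucleotide hydrolysis assay: TRiC at 20–40 nM final (set by batch activity) with 10 uM ATP, 30 min at 37 °C, in presence of 76 uM compound. Detection by competitive ADP HTRF, 30 min ambient.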
Nrf2 ARE act = activates Nrf2 signaling; AREc32 ARE-luciferase reporter (MCF7-derived line), luminescence, 24 h; Potency, µM (top dose mostly 46.1 µM), for the others: at the highest dose activation, most hits filed as activators; 410,000 compounds, 0.31% hits; also: potency is read from the fitted curve at half-maximal effect; % of control where 0% means no effect; nearly all actives have a fitted effect of over 65% in size
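Cells of the AREc32 ARE-luciferase line are plated in OPTI-MEM containing 5% FBS and left overnight at 37 deg C. Compounds are pinned in, incubation continues 24 hr, and firefly luciferase signal is then measured.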
Nrf2 block = blocks Nrf2 signaling | A549 ARE-Fluc reporter, luciferase luminescence, 18-24 h | Potency, µM (top dose mostly 46 µM), without a hit: at the top dose activity change, negative = inhibition, actives largely listed as inhibitors | 360,000 compounds, 2.1% hits | AID 504444; also: potency is read from the fitted curve at half-maximal effect; % is scaled to controls: 0 for no effect and ±100 for the full control effect; nearly all actives have a fitted effect of over 60% in size
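Nrf2 function is reported as luminescence of an ARE-controlled luciferase in A549 cells. Compounds were tested at several concentrations, and a CellTiter-Fluor read on the same wells flagged cytotoxicity.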
TGFb SMAD3 inh = TGF-b pathway inhibition | HepG2 CAGA-GFP TGF-b/SMAD3 reporter, GFP fluorescence, 18 h; TGF-beta stimulated, 500 pg/mL final | Potency, µM (doses to about 46.1 µM), for the others: at the highest dose activity, negative = inhibition, most hits filed as inhibitors | 410,000 compounds, 1.2% hits; also: potency is read from the fitted curve at half-maximal effect; % is scaled to controls: 0 for no effect and ±100 for the full control effect; nearly all actives have a fitted effect of over 65% in size
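Cell-based qHTS in HEPG2 carrying a CAGA-GFP Smad reporter; compounds added before 500 pg/mL final TGF-beta, 18 h incubation at 37 degrees C, GFP fluorescence quantified per cell by imaging cytometry.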
EPAC2 antag = EPAC2 (human) antagonism; 360,000 compounds, 0.18% hits; EPAC2 GEF exchange of Rap1B-BODIPY-GDP, fluorescence; Potency, µM (doses to about 114 µM), inactives show top-dose activity, negative = inhibition, hits mostly inhibitors; also: potency is read from the fitted curve at half-maximal effect; % is scaled to controls: 0 for no effect and ±100 for the full control effect; nearly all actives have a fitted effect of over 45% in size; many of its hits are not listed in these tables
Numbers without * were called inactive; i = inactive; ? = inconclusive; . = no result given; [ ] = remark or other dose. Unless noted, calls follow the shape of the dose curve; as a rule, active = well fitted curve in the direction sought with a large enough effect; inconclusive = small, poorly fitted or top-dose-only effect, or another doubt; inactive = no such curve, though single readings can be large; an effect the other way counts as inactive or inconclusive.

SMILES	Mm-Cpn inhibitor	A549 tox	pAkt inh	EPAC2 agonist	CCT chaperon mod	Nrf2 ARE act	Nrf2 block	TGFb SMAD3 inh	EPAC2 antag
Fc1ccccc1Nc1nc(Cl)nc(Cl)n1	0.4%	4.0%	i	5.4%	-0.5	0.3%	6.0%	-2.8%	8.5%
CCS(=O)(=O)c1ccc2c(c1)N(S(C)(=O)=O)CC(C(=O)NC1CC1)O2 (stereo not given)	-0.6%	-0.9%	i	-1.7%	0.1	-0.4%	19.4%	1.1%	1.2%
O=c1c(Cl)c(Cl)cnn1Cc1nnc(-c2ccccc2Br)o1	-24.4%	-5.8%	i	5.6%	0.8	?	16.4%	15.8µM*	?
CCc1nc2ccc(C(=O)NCCCn3ccnc3)cn2c1N(CC)CCN(C)C	.	.	.	8.5%	0.3	-0.7%	.	6.9%	-8.2%
Cc1ccc(-c2nn(CC(=O)NCc3ccccc3)c3c2cnc2ccc(F)cc23)cc1C	.	0.4%	.	.	.	3.6%	17.4%	-0.1%	.
CN1CCN(S(=O)(=O)c2cc([N+](=O)[O-])ccc2N2CCCCCC2)CC1	-0.3%	-4.4%	i	9.9%	-0.9	0.4%	-2.4%	?	2.5%
CC(=O)Nc1ccc(-c2cc(-c3ccc(NC(C)=O)cc3)nc(-c3ccc(NC(C)=O)cc3)n2)cc1	-13.2%	10.1%	i	12.0%	-1.1	2.1%	0.4%	-18.2%	-5.7%
N/C(=N\OC(=O)Cc1cccs1)c1cccc([N+](=O)[O-])c1	?	-7.2%	i	8.3%	-2.5	?	?	-3.4%	-5.0%
NS(=O)(=O)c1ccc(NC(=O)CSc2nc3ccccc3nc2N2CCOCC2)cc1	-5.0%	-8.9%	i	1.6%	0.2	0.5%	-6.5%	1.7%	-12.9%
O=C(Nc1ccccc1F)N1CCC(NC(=O)C23CC4CC(CC(C4)C2)C3)CC1	2.5%	-3.7%	i	4.7%	2.5	-0.2%	-28.1%	-0.2%	1.9%
NS(=O)(=O)c1cccc(NC(=O)c2ccno2)c1	-0.3%	2.1%	i	0.9%	0.6	-1.1%	-10.9%	-2.3%	-0.4%
COc1cc(/C=C/c2ccc3cccc(O)c3n2)ccc1O	-4.8%	-15.8%	i	22.6%	0.0	?	-4.2%	?	7.3%
COC(=O)c1[nH]c2cccc(OC)c2c1NC(=O)CN1CC(C)OC(C)C1 (stereo not given)	-3.7%	-0.1%	i	-5.5%	0.6	-0.8%	6.0%	0.0%	11.8%
Cc1ccc(C)c(N2CCN(C3CCCCC3NS(=O)(=O)c3ccccc3)CC2)c1 (stereo not given)	-0.2%	-4.6%	i	8.1%	1.4	-0.1%	-13.7%	-6.0%	-12.9%
Cc1ccc(C(C)(C)C)c(SCC(=O)Nc2nnc(C)s2)c1	0.5%	1.2%	i	13.2%	0.9	0.4%	?	-14.5%	3.8%
CCOc1cccc(NC(=O)CSc2sc3c(O)cc(=O)[nH]c3c2C#N)c1	-23.7%	-0.5%	i	-2.1%	0.1	1.9%	4.6%	-25.2%	-0.5%
COC(=O)c1ccc(Cl)c(-c2ccc(/C=N/NC(=O)Nc3ccccc3)o2)c1	-0.5%	-2.3%	.	-82.4%[15.6 µM]	-1.6	-0.2%	22.1%	8.4%	9.1%
Cc1ccc(S(=O)(=O)N2CCCC2=O)c(C)c1N(C)S(C)(=O)=O	0.5%	0.2%	i	-1.2%	-1.1	0.2%	7.6%	-3.3%	6.8%
Cc1ccc(NC(=O)CSCC(=O)N=c2sccn2C)cc1	0.9%	-6.4%	i	-0.8%	-2.2	0.0%	7.0%	0.0%	10.2%
COc1ccc(S(=O)(=O)N2CCSCC2)cc1C(N)=O	-0.5%	1.4%	i	3.9%	1.7	0.0%[9.22 µM]	-2.4%	-1.1%	-1.1%
COc1ccc(S(=O)(=O)N2CCN(Cc3ccc4c(c3)OCO4)CC2)cc1	1.0%	4.4%	i	21.9%	-0.7	0.0%	-14.3%	-0.9%	-7.3%
COC(=O)CN(c1ccc(OC)c(OC)c1)S(C)(=O)=O	0.9%	-0.4%	i	4.4%	0.9	-0.6%	2.9%	0.0%	5.1%
Cc1cc(C)n(/C(=C\N(C)C)C(=O)c2cccc([N+](=O)[O-])c2)n1	0.8%	-2.3%	i	-2.8%	0.7	2.4%	-0.9%	4.7%	-2.3%
CCCOc1ccc(N2C(=O)CC(N3CCN(CCN=CC4=C(O)CC(C)(C)CC4=O)CC3)C2=O)cc1 (stereo not given)	0.5%	-5.2%	i	-12.3%	-4.0	-0.6%	-5.5%	-5.0%	17.4%
Cc1ccc(OCCNc2ccc(S(=O)(=O)N3CCCC3)cn2)cc1	-0.4%	1.6%	i	5.8%	1.0	0.0%	-12.2%	1.4%	-7.7%

Reprinted at random: two compounds from above, in no set order.
SMILES	Mm-Cpn inhibitor	A549 tox	pAkt inh	EPAC2 agonist	CCT chaperon mod	Nrf2 ARE act	Nrf2 block	TGFb SMAD3 inh	EPAC2 antag
CCS(=O)(=O)c1ccc2c(c1)N(S(C)(=O)=O)CC(C(=O)NC1CC1)O2 (stereo not given)	-0.6%	-0.9%	i	-1.7%	0.1	-0.4%	19.4%	1.1%	1.2%
Cc1ccc(NC(=O)CSCC(=O)N=c2sccn2C)cc1	0.9%	-6.4%	i	-0.8%	-2.2	0.0%	7.0%	0.0%	10.2%

The listing picks up with the five entries that preceded the break.
SMILES	Mm-Cpn inhibitor	A549 tox	pAkt inh	EPAC2 agonist	CCT chaperon mod	Nrf2 ARE act	Nrf2 block	TGFb SMAD3 inh	EPAC2 antag
COc1ccc(S(=O)(=O)N2CCN(Cc3ccc4c(c3)OCO4)CC2)cc1	1.0%	4.4%	i	21.9%	-0.7	0.0%	-14.3%	-0.9%	-7.3%
COC(=O)CN(c1ccc(OC)c(OC)c1)S(C)(=O)=O	0.9%	-0.4%	i	4.4%	0.9	-0.6%	2.9%	0.0%	5.1%
Cc1cc(C)n(/C(=C\N(C)C)C(=O)c2cccc([N+](=O)[O-])c2)n1	0.8%	-2.3%	i	-2.8%	0.7	2.4%	-0.9%	4.7%	-2.3%
CCCOc1ccc(N2C(=O)CC(N3CCN(CCN=CC4=C(O)CC(C)(C)CC4=O)CC3)C2=O)cc1 (stereo not given)	0.5%	-5.2%	i	-12.3%	-4.0	-0.6%	-5.5%	-5.0%	17.4%
Cc1ccc(OCCNc2ccc(S(=O)(=O)N3CCCC3)cn2)cc1	-0.4%	1.6%	i	5.8%	1.0	0.0%	-12.2%	1.4%	-7.7%
COc1ccc2sc(/C=C/c3ccccc3O)[n+](C)c2c1	-3.6%	-19.6%	i	16.3%	-2.7	11.1%	3.1%	-0.3%	37.8%[activator]
Cc1nn(-c2ncccn2)c2c1C(=O)CC(C)(C)C2Br (stereo not given)	.	3.1%	i	3.0%	-1.0	15.6%	?	-19.6%	17.3%
CCCN1CCN(C(=O)CCS(=O)(=O)c2cc3c(cc2Cl)NC(=O)CO3)CC1	-0.2%	8.2%	i	17.9%	-2.7	-1.0%	10.2%	-5.1%	-2.5%
N#C/C(=C\c1ccc(N2CCOCC2)o1)C(=O)Nc1ccc(O)cc1	-16.3%	-17.9%	i	6.4%	1.1	2.2%	?	112.9%[activator]	2.1%
O=C(NNc1c2ccccc2nc2ccccc12)c1ccccc1O	-0.9%	?	i	-7.1%	-0.5	5.3%	-8.3%	?	3.1%
COc1ccc(OCc2nnc(SCC(=O)N3CCCC3)o2)cc1	1.3%	-7.4%	i	5.0%	2.1	-1.6%	-2.9%	0.8%	-10.7%
COc1ccc(CNC(=O)C2CC(c3cc(C(F)(F)F)cc(C(F)(F)F)c3)=NO2)cc1 (stereo not given)	-0.4%	1.3%	i	-16.1%	-3.4	-0.5%	?	-16.0%	-8.4%
O=C(COC(=O)COc1ccc(Cl)cc1)NCCCc1ccccc1	1.9%	12.7%	i	3.0%	-0.1	-0.3%	1.6%	-9.0%	-6.4%
O=C(NC(=S)N1CCc2ccccc21)c1ccco1	2.1%	-3.7%	i	8.6%	-2.1	10.6%	?	6.7%	-4.4%
Cc1cccc(NC(=O)CN2C(=O)C3CC=CCC3C2=O)c1C (stereo not given)	.	.	i	1.1%	0.4	1.5%	.	-9.5%	-2.6%
Cc1ccc(C)c(NS(=O)(=O)c2c(C)[nH]c(C)c2C(=O)N2CCCCC2)c1	1.6%	2.1%	i	-9.4%	-7.2	-0.7%	20.7%	13.1%	-13.5%
CCSc1nc2c(c(=O)[nH]c(=O)n2C)n1CC(O)COc1ccccc1C (stereo not given)	0.0%	-10.7%	i	-5.7%	0.6	-0.1%	-9.9%	?	8.2%
Cn1cccc1Cc1nnc(SCC(=O)N2CCOCC2)n1-c1ccc(F)cc1	1.7%	1.8%	i	14.7%	-2.0	-1.2%	1.2%	-5.1%	11.4%
COc1ccc(NC(=O)c2sc3nc4n(c(=O)c3c2C)CCC4)cc1Cl	.	4.0%	.	.	.	2.2%	-4.2%	20.0%	.
CCOC(=O)c1sc2nc(-c3cccnc3)ccc2c1N	-5.8%	-0.6%	i	-8.3%	0.6	3.7%	?	7.6%	0.3%
Cc1nc(-c2ccccc2)sc1C(N)=O	-7.1%	-0.8%	i	-1.4%	-1.6	0.3%	12.3%	-17.2%	5.5%
C/C(=N/NC(=O)CNC(=O)c1cccnc1)c1ccc(Cl)c(Cl)c1	0.8%	3.5%	i	13.3%	-2.7	-0.3%	-5.5%	-3.8%	0.1%
CSc1nsc(SC)c1NC(=O)Nc1ccccc1C	-4.4%	0.0%	i	6.5%	-6.9	0.1%	2.0%	6.8%	0.1%
COc1ccccc1Nc1nc2ccc(C)cc2cc1C#N	0.5%	19.2%	i	-19.0%	-2.5	1.5%	?	4.6%	?

A portion of the library; count on the stated rates, not on these rows.
